INS-1E GSIS act: GLuc luminescence reporter in INS-1E cells, primary screen for activators of glucose-dependent secretion of insulin. activation, % at 16.6 µM. INS-1E GLuc reporter insulin secretion, 2-3 h. AID 743287, 2014. 0.61% of 370,000 active;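 active = lowest replicate activation of at least 40%, so every replicate reaches that level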;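 note: 0% = median of neutral control wells and 100% = median of IBMX positive control wells; some compounds called inactive have numbers as strong as hits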
LGR2 antag: inhibitors of bursicon-induced LGR2 CRE-luciferase signal, primary screen, cell-based, HEK293, CRE-luciferase reporter, bursicon stimulation | 0.35% of 380,000 active | inhibition, % at 9.99 µM | Drosophila bursicon receptor LGR2 (rickets) | bursicon-stimulated, 4 h;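 active = drop in luminescence signal, shown as inhibition above about 50% in the replicate tests, limit read from the data, passing the limit was not always enough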;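 note: agonist challenge used bursicon conditioned medium at about half maximal strength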
PGC1a acetyl inh: inhibitors of PGC1a acetylation signal, primary screen, cell-based, U2OS, AlphaScreen, inhibitor mode; 0.17% of 350,000 active; AlphaScreen anti-acetyl-lysine; with virally co-expressed GCN5 acetyltransferase; inhibition, % at 15.6 µM;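 active = every replicate shows inhibition of at least 40%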;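 note: 0% = neutral control wells and 100% = positive control wells; some results beyond the cut were filed as inactive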
PAX8 reporter: inhibitors of PAX8-driven TPO luciferase reporter, primary screen, RMG-I cells, single concentration. SteadyGlo, 24 h. inhibition, % at 12.6 µM. 1.2% of 360,000 active. AID 652154, 2013;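 active = mean replicate inhibition at least 60% with every replicate also reaching 60%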;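 note: luciferase light reporting Pax8 driven TPO promoter activity; plate controls were median of neutral control wells for no effect and mitoxantrone controls for full effect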
PglD DTNB: C. jejuni PglD acetyltransferase inhibitors, primary screen, biochemical, DTNB colorimetric, single point. inhibition, % at 12.5 µM. purified PglD enzyme, DTNB colorimetric CoA detection. 0.098% of 360,000 active. AID 602405, 2012; in the data active = inhibition above about 16%, passing the limit was not always enough; note: strong numbers were not always called active
ARNT TACC3 PPI: disruptors of ARNT/TACC3 protein interaction, primary screen, biochemical, AlphaScreen, single concentration; AlphaScreen His-ARNT PAS-B/GST-TACC3 binding, luminescence; TACC3 fragment carries E629A point mutation; inhibition, % at 9.99 µM; 0.66% of 390,000 active; AID 623870, 2012;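 active = mean inhibition of replicates at least 50% and at least half of replicates each reaching 50%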;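 note: 0% = complete ARNT plus TACC3 wells and 100% = ARNT alone without TACC3; many hits fall short of the cut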
Cneo AK release: Cryptococcus neoformans cell lysis inducers, primary screen, AK release luminescence, single concentration. C. neoformans lysis, adenylate kinase release luminescence, 4 h; normalised: neutral wells 0, clomiphene wells 100. lysis activity, % at 15 µM. 0.2% of 360,000 active;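 active = mean lysis activity across replicates of at least 80%, whatever share of replicates individually reach that level; inactive = mean lysis activity below 80%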
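Material – log-phase Cryptococcus neoformans yeast cells · Input – 5 × 10^6 yeast cells/mL · Medium – fresh YPD growth medium · Doses – single compound concentration per well · Timing – static 4 h at 37 °C with compound, 1 h detection · Detection – adenylate kinase release luminescence · Read-out – signal increase indicating cell lysis · Control set – Clomiphene as positive lysis control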
Statin myotox sup: suppressors of statin myotoxicity in C2C12 myotubes, primary screen, cell-based, single point, plate reader; 0.78% of 330,000 active; C2C12 myotubes + simvastatin, ATP luminescence, 48 h; scaled: DMSO 0, geranylgeraniol control 100; AID 602340, 2012; rescue of ATP level, % at 7.49 µM;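 active = mean ATP rescue above about 67%, or every replicate alone reaching that limit, limit read from the data, passing the limit was not always enough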;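 note: myotubes were challenged with 10 µM simvastatin during compound exposure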
* hit, by the source's call; . = not tested or not shown; & = joins results of further samples.

SMILES	INS-1E GSIS act	LGR2 antag	PGC1a acetyl inh	PAX8 reporter	PglD DTNB	ARNT TACC3 PPI	Cneo AK release	Statin myotox sup
CCCC#Cc1cnc2c(c1)C(=O)N([C@H](C)CO)C[C@H](C)[C@@H](CN(C)C(=O)C1CC1)O2	-3	-4	2	.	1	-9	-3	.
COCCCNC(=S)NNC(=O)c1ccc(S(=O)(=O)N2CCC(C)CC2)cc1	-1	8	.	1	.	-10	.	.
CC(C)NC(=O)N[C@H]1CC[C@H](CCNC(=O)C2CCOCC2)O[C@@H]1CO	9	14	-1	-2	0	-20	0	-11
CCN(CC)CCc1c(C)[nH]c(C(=O)OCc2ccccc2)c1C	6	7	-6	.	-3	2	1	-10
CCOc1ccc2cc(C3CC(c4ccco4)=NN3S(C)(=O)=O)c(=O)[nH]c2c1 (stereo not given)	2	-9	0	7	5	-4	-1	.
CCC(=O)Nc1nc(C)c(-c2csc(Nc3ccc(C(=O)O)cc3)n2)s1	19	-10	-1	4	2	0	3	-6
COc1ccc([N+](=O)[O-])cc1-n1cnnn1	1	11	-3	-16	7	1	6	12
CCOC(CNC(=O)c1ccc2c(c1)ncn2-c1ccc(F)c(F)c1)OCC	1	-9	-1	-3	.	11	.	-2
O=C(c1cccs1)N1CCCC(c2nc3c(nnn3Cc3cccc(Cl)c3)c(=O)[nH]2)C1 (stereo not given)	0	1	.	16	2	0	-2	25
Cc1cccc(C)c1NC(=O)CN1CCN(C(=O)c2ccc(OCc3cn4ccccc4n3)cc2)CC1	.	2	10	2	.	.	.	-3
COc1cccc(CNC(=O)C[C@@H]2CC[C@@H](NC(=O)C3CCOCC3)[C@H](CO)O2)c1	3	-9	-4	-3	-3	29	-1	4
COc1ccc(CNc2ncnc3sccc23)cc1OC	-23	8	.	25	-3	-5	1	3
O=C(NCc1ccco1)C1CCCN1S(=O)(=O)c1ccc2ccccc2c1 (stereo not given)	-11	-2	-2	.	-4	-26	0	-7
Cc1ccc(S(=O)(=O)N(C)C[C@H]2Oc3ccc(NC(=O)Nc4ccc(F)cc4)cc3CC(=O)N([C@@H](C)CO)C[C@H]2C)cc1	-19	-21	2	20	-2	-2	0	1
COc1cc(C2NC(=O)c3ccccc3O2)cc(OC)c1OC (stereo not given)	.	.	1	-16	-2	1	-1	-3
CCN(CC)C(=O)CSc1nc(OC)cc(=O)[nH]1	-7	9	.	5	.	-8	.	.
CCN(C(=O)COC(=O)Cc1ccc(F)cc1)c1c(N)n(Cc2ccccc2)c(=O)[nH]c1=O	9	15	.	-13	-6	-2	0	-1
CCOc1ccc(CCNC(=O)C2CC=CCC2C(=O)OC(C)C)cc1OCC (stereo not given)	2	11	-12	10	1	-10	1	4
Cc1nn(Cc2cccc(C(=O)Nn3cc([N+](=O)[O-])cn3)c2)c(C)c1[N+](=O)[O-]	-14	4	10	1	5	3	0	1
COc1cccc(C(=O)OCC(=O)N2CCC(Cc3ccccc3)CC2)c1OC	-23	8	0	13	-5	-10	-1	7
COc1cccc(NC(=O)N2CC[C@@H]3[C@@H](CO)N(C)c4ccc(-c5ccccc5)cc4[C@@H]32)c1	-27	2	3	-24	0	-1	-3	32
COC(=O)c1ccccc1C(=O)N1CC(O)CO1 (stereo not given)	7	-4	-2	-50	3	0	-2	-3
CC1CCc2nc3ccc(S(=O)(=O)N4CCC(C(=O)NCc5ccccc5Cl)CC4)cc3c(C(=O)O)c2C1 (stereo not given)	-13	-14	.	12	-3	40	15	-26
Cc1ccc(Nc2nc(N)nc(CSc3nnnn3-c3ccccc3)n2)cc1	.	.	-3	17	3	-4	1	7
C[C@@H]1CCCCO[C@H](CN(C)Cc2ccc3c(c2)OCO3)[C@@H](C)CN([C@H](C)CO)C(=O)c2cc(NS(=O)(=O)c3ccc(F)cc3)ccc2O1	-6	-28	-5	1	4	-2	10	.
Cc1ccc(S(=O)(=O)N2CCN(C(=O)CNC(=O)c3ccc(Br)o3)CC2)cc1	-2	18	.	12	.	0	.	.
CC(C)c1[nH]c(=O)c(C#N)c2c1CSC(C)(C)C2	.	.	4	.	4	-4	0	-5
COc1ccc(-c2cnc3c(c2)C(=O)N([C@H](C)CO)C[C@H](C)[C@H](CN(C)C(=O)Cc2cccnc2)O3)cc1	-9&22	-12	-9&-8	2&7	0&0	-4	2&1	9&7
C[C@@H]1CN([C@@H](C)CO)C(=O)c2cc(NC(=O)c3ccncc3)ccc2O[C@@H]1CN(C)Cc1ccc(C(F)(F)F)cc1	-7	-8	5	-7	3	1	-5	9
CC(C)NC(=O)c1cc(C2CCCCN2C(=O)c2ccc(C(C)C)cc2)on1 (stereo not given)	-33	4	3	20	-4	.	-2	-1

An excerpt of these results, with bars between the fields:
canonical_smiles | INS-1E GSIS act | LGR2 antag | PGC1a acetyl inh | PAX8 reporter | PglD DTNB | ARNT TACC3 PPI | Cneo AK release | Statin myotox sup
CC1CCc2nc3ccc(S(=O)(=O)N4CCC(C(=O)NCc5ccccc5Cl)CC4)cc3c(C(=O)O)c2C1 (stereo not given) | -13 | -14 | . | 12 | -3 | 40 | 15 | -26
Cc1ccc(Nc2nc(N)nc(CSc3nnnn3-c3ccccc3)n2)cc1 | . | . | -3 | 17 | 3 | -4 | 1 | 7

(listing goes on)
SMILES	INS-1E GSIS act	LGR2 antag	PGC1a acetyl inh	PAX8 reporter	PglD DTNB	ARNT TACC3 PPI	Cneo AK release	Statin myotox sup
CCN(CC)CCNC(=O)Cn1nc(-c2ccccc2)c2ccccc2c1=O	.	.	1	.	-1	1	0	18
COc1ccccc1CCNC(=O)NC1CCCCC1	5	-12	.	-24	1	.	-2	-1
O=c1[nH]c2ccc(Cl)cc2c(-c2ccccc2)c1N1CCN(c2ccccn2)CC1	-3	-23	.	.	-10	-4	-5	8
O=C(N[C@H]1CC[C@@H](CCNC(=O)c2ccccc2F)O[C@@H]1CO)c1cnccn1	10	9	2	-7	1	15	-1	3
O=C(C[C@@H]1CC[C@@H]2[C@H](COC[C@H](O)CN2S(=O)(=O)c2cccc(Cl)c2)O1)Nc1ccc(-c2ccccc2)cc1	-10	-3	-8	94*	-1	12	-1	14
COc1cccc(CNC(=O)Cn2cc3c(n2)CCCCC3)c1	3	-11	-9	10	-4	.	0	-8
COc1ccc(NC(=O)c2ccc(NC(=O)C3COc4ccccc4O3)cc2)c(OC)c1 (stereo not given)	-2	-6	-7	-14	2	-2	-2	24
O=C(C[C@@H]1C[C@@H]2c3cc(NC(=O)C4CCC4)ccc3O[C@@H]2[C@@H](CO)O1)NCc1cccc(F)c1	24	10	-7	-6	3	-2	2	-7
Cc1ccccc1NC(=O)Cc1nnc(SCC(=O)NC2CCCCC2)n1C	-1	7	.	9	2	-3	0	4
COc1ccccc1N1CCN(Cc2ccc(Br)o2)CC1	.	.	.	9	0	22	-2	-5
C[C@@H]1CCCCO[C@@H](CN(C)Cc2ccncc2)[C@H](C)CN([C@H](C)CO)C(=O)c2cc(NC(=O)Nc3ccc(F)cc3)ccc2O1	-14	5	6	-5	-2	2	49	-21
COc1cccc(CN(Cc2cccnc2)S(=O)(=O)c2ccc(-n3cnnn3)c(C)c2)c1	-11	11	-3	.	-2	31	-2	-2
Cc1ccc(S(=O)(=O)NC(C(=O)N2CCOCCOCCOCCOCC2)C(C)C)cc1 (stereo not given)	14	-2	.	0	3	-2	2	-9
O=C(c1ccc(F)cc1)N1CCCCN2[C@H](CO)[C@H](c3ccc(-c4ccccc4)cc3)[C@@H]2C1	-23	-11	3	-1	0	-4	-1	.
C=CCn1c(=O)c(C(=O)NCc2ccccc2)c(O)c2ccccc21	-6	-11	4	-9	-3	-2	-2	-4

Shown with each value named: 4 of the compounds above
O=C(C[C@@H]1C[C@@H]2c3cc(NC(=O)C4CCC4)ccc3O[C@@H]2[C@@H](CO)O1)NCc1cccc(F)c1
  INS-1E GSIS act = 24	LGR2 antag = 10	PGC1a acetyl inh = -7	PAX8 reporter = -6	PglD DTNB = 3	ARNT TACC3 PPI = -2	Cneo AK release = 2	Statin myotox sup = -7
Cc1ccccc1NC(=O)Cc1nnc(SCC(=O)NC2CCCCC2)n1C
  INS-1E GSIS act = -1	LGR2 antag = 7	PGC1a acetyl inh = .	PAX8 reporter = 9	PglD DTNB = 2	ARNT TACC3 PPI = -3	Cneo AK release = 0	Statin myotox sup = 4
COc1ccccc1N1CCN(Cc2ccc(Br)o2)CC1
  INS-1E GSIS act = .	LGR2 antag = .	PGC1a acetyl inh = .	PAX8 reporter = 9	PglD DTNB = 0	ARNT TACC3 PPI = 22	Cneo AK release = -2	Statin myotox sup = -5
C[C@@H]1CCCCO[C@@H](CN(C)Cc2ccncc2)[C@H](C)CN([C@H](C)CO)C(=O)c2cc(NC(=O)Nc3ccc(F)cc3)ccc2O1
  INS-1E GSIS act = -14	LGR2 antag = 5	PGC1a acetyl inh = 6	PAX8 reporter = -5	PglD DTNB = -2	ARNT TACC3 PPI = 2	Cneo AK release = 49	Statin myotox sup = -21

Next part
SMILES	INS-1E GSIS act	LGR2 antag	PGC1a acetyl inh	PAX8 reporter	PglD DTNB	ARNT TACC3 PPI	Cneo AK release	Statin myotox sup
CN(C)c1cccc(C(=O)N/N=C/c2ccccc2F)c1	-2	86*	.	34	.	2	.	.
CN=c1nc(-c2ccccc2)n(-c2ccccc2)s1	4	-26	-7	-38	-2	-7	1	7
CN1CCN(c2ccc(S(=O)(=O)N3CCCCC3)cc2NC(=O)/C=C/c2ccc(OC(F)F)cc2)CC1	-29	1	.	46	0	.	3	-8
O=S1(=O)CC(N2CCCCC2)CN1Cc1ccc(F)cc1 (stereo not given)	-6	-7	5	-10	2	.	-1	-3
COc1cc(OC)cc(-c2c(C#Cc3ccsc3)c3cc(-c4cccc5[nH]ccc45)ccc3n2C)c1	7	9	-3	25	-3	-4	0	-14
COc1cccc(NC(=O)CC2Oc3ccccc3NC2=O)c1 (stereo not given)	-6	2	-3	-4	3	3	2	10
CCCN(C)C[C@@H]1OCCCC[C@@H](C)Oc2ccc(NS(=O)(=O)c3ccc(OC)cc3)cc2C(=O)N([C@H](C)CO)C[C@@H]1C	7&-21	-1&0	-5&-2&10	-13&-2&-26	0&-2	-5	-2&2	-14&-1
CCC(=O)N(C)C[C@H]1Oc2cc(-c3ccc(OC)cc3)ccc2S(=O)(=O)N([C@H](C)CO)C[C@H]1C	-13	28	-8	12	0	6	10	16
Cc1cccc(S(=O)(=O)NC(=O)C2(C)CCN2C(=O)c2sccc2C)c1 (stereo not given)	-3	-16	3	15	-11	.	0	1
CCCCn1c(N)c(N(CC(C)C)C(=O)C2CC(=O)N(c3ccccc3C(C)CC)C2)c(=O)[nH]c1=O (stereo not given)	-5	28	-7	6	1	-8	0	-1

Assay outcomes (PubChem)
